Compound activity as filed in PubChem BioAssay.
HePTP inhibitor: blocks human HePTP tyrosine phosphatase; P35236; 110,000 compounds, 0.64% hits; recombinant HePTP phosphatase activity, OD absorbance; inhibition, % at 20 µM; in the data active = inhibition above about 50%;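 note: plate controls were vehicle for no effect and reference inhibitor for full effect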
Target sequence (P35236 whole entry, looked up): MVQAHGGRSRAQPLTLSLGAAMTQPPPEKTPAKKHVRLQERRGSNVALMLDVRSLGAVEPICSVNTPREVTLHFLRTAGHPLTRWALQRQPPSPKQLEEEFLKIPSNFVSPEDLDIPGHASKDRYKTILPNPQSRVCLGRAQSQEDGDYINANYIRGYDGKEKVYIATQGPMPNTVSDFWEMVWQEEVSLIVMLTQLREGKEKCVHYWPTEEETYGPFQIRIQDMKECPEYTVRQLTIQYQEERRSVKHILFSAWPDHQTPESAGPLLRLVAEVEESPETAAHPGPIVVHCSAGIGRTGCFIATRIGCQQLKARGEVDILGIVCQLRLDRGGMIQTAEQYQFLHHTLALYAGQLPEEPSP
BAP1 block: human BAP1 deubiquitinase inhibition; Q92560; activity remaining (% of control), % at 20 µM; 72,000 compounds, 0.48% hits; recombinant BAP1, Ub-AMC hydrolysis fluorescence kinetic; stronger effect = lower value;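 active = activity remaining at or below 50% of control, provided the compound also passes the data quality filters; inactive = the rest, including low values that fail the filters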;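 note: 100% = DMSO wells rate and 0% = substrate alone blank rate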
Target sequence (Q92560 whole entry, looked up): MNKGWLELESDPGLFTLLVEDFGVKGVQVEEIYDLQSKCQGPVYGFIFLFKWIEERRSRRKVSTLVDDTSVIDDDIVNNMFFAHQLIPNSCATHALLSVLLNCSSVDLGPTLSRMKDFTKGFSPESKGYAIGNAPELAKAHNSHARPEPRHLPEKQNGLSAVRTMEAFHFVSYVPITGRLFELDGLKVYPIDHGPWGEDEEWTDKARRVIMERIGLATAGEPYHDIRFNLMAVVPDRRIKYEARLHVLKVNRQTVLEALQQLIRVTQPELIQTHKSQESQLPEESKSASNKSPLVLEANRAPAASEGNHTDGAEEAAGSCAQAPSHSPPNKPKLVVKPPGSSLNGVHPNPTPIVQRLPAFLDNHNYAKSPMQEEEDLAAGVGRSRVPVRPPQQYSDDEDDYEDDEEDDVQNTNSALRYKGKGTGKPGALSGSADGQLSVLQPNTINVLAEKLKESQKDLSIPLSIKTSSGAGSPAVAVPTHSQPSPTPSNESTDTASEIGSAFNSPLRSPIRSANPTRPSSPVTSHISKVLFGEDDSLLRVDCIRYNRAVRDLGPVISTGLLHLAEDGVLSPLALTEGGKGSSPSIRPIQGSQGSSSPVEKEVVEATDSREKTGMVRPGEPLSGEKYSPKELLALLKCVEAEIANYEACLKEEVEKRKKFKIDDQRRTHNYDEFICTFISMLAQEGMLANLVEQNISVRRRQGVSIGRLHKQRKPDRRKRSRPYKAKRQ
Starred values were filed as active, the others as inactive; x = no result given; & = joins results of further samples.

SMILES	HePTP inhibitor	BAP1 block
COc1ccc([N+](=O)[O-])cc1NC(=O)Cc1ccc(Br)cc1	-3	x
CCOc1ccc(C(=O)Nc2ccc3oc(-c4ccccc4F)nc3c2)cc1Cl	3	x
CCOc1ccccc1NC(=O)CN1C(=O)/C(=C/c2cccc(Br)c2)SC1=S	-3	x
COc1ccc(C2N(c3cc(Cl)ccc3OC)C(=O)C3CCCN32)cc1 (stereo not drawn)	-6	99
Cc1cccc2sc(NC(=O)c3ccc(S(=O)(=O)N4CCCc5ccccc54)cc3)nc12	8	x
O=C(CCCOc1ccccc1)Nc1ccc(Cl)cc1	6	x
CC(CCc1ccco1)NC(=O)Cn1nc(Cc2ccncc2)c2ccccc2c1=O (stereo not drawn)	-9	96
O=C1NCCCCC1NC1CC(=O)N(c2ccccc2)C1=O (stereo not drawn)	1	94
O=C(Nc1ccc(N2CCN(Cc3ccccc3)CC2)cc1)c1cccnc1	8	86
CN=C1CC(C)(C)CC(=O)/C1=C(/O)CCC(=O)NC	1	103
CCOc1ccccc1C1C(C(N)=O)=C(C)Nc2nc(-c3ccccc3Cl)nn21 (stereo not drawn)	6	126
COc1ccc(C(=O)Nc2ccc(-c3ccc(NC(=O)c4ccc(OC)cc4)c(OC)c3)cc2OC)cc1	-7	x
Cc1ccnc(NC(=O)Nc2ccc(F)cc2)c1	-5	89
CCOC(=O)c1c(NC(=S)NC(=O)c2ccccc2)sc2c1CC(C(C)C)OC2 (stereo not drawn)	-14	x
CCOC(=O)c1cccc(S(=O)(=O)N(CCO)Cc2cc3cc(OC)c(OC)cc3[nH]c2=O)c1	-4	92
CCOC(=O)/C=c1\s/c(=C(\C#N)C(=O)OCC)n(-c2ccccc2)c1=O	-3	151
CC(C)C[C@H](NC(=O)[C@@H](O)[C@H](N)Cc1ccccc1)C(=O)O	x	98
O=C(NCC1CCC(C(=O)O)CC1)c1cccnc1 (stereo not drawn)	10	102
Cc1ccccc1-c1nnc(NC(=O)Cc2ccccc2)s1	x	68
CN1CCN(c2nc(C(N)=O)cc(-c3ccccc3)n2)CC1	8	118
CN1CCN(c2ccc(/C=c3\sc4nc5ccccc5n4c3=O)cc2[N+](=O)[O-])CC1	-6	x
c1cc(CNc2ccc(N3CCOCC3)cc2)ccn1	-9	x
Cc1ccccc1OCc1nnc(SCC(=O)Nc2ccc3c(c2)oc2ccccc23)n1C	10	45*
O=C1CC(c2ccccc2)CC2=C1C(c1ccc(Cl)c(Cl)c1)Nc1ccccc1N2 (stereo not drawn)	-1	x
CCOC(=O)Cn1nnnc1C(CC)N(Cc1cccs1)Cc1cc2cc(C)ccc2[nH]c1=O (stereo not drawn)	10	x
(next part)
SMILES	HePTP inhibitor	BAP1 block
Cc1cccc(C)c1NC(=O)CCCSc1nnc(-c2ccco2)n1-c1ccccc1	7	103
CC1CCN=C(N)S1 (stereo not drawn)	x	98
COc1ccc(S(=O)(=O)N2CCN(C3CCCC3)CC2)cc1	-4	x
CCCOc1ccc(-c2n[nH]c(=S)n2-c2ccccc2)cc1	-5	x
CSc1nsc(SCC(=O)Nc2cccc(C(C)=O)c2)n1	-7	96
c1coc(CNc2nc3nonc3nc2NCc2ccco2)c1	3	96
CCOC(=O)c1cc(NC(=O)N2CCOCC2)c(C)nc1C	-3	95
Cc1ccc(-c2nnc(SCC#N)n2N)cc1	6	57
C/C(N)=C(/C#N)C(=O)COC(=O)CCSc1ccccc1	8	85
NC(=O)c1ccsc1NC(=O)CN1C(=O)C2CC=CCC2C1=O (stereo not drawn)	12	85
O=C(NC1CCCCC1)NC1CCN(CC(=O)N2CCOCC2)CC1	9	90
COc1cccc(C2CN(c3ccccc3)N=C2c2cccs2)c1OC (stereo not drawn)	2	x
CCC(=O)N(CCO)Cc1cc2ccc(C)c(C)c2[nH]c1=O	6	87
N#Cc1cnc(SCC(=O)Nc2ccccc2C(F)(F)F)nc1N	4	97
CCOC(=O)CCNC(=O)CNC(=O)OCc1ccccc1	-5	85
COc1cc(/C=c2\sc3nc4ccccc4n3c2=O)cc(Cl)c1OCc1ccccc1F	-2	x
CCOc1ccc(Cc2c(C)[nH]c3c(Br)cccc3c2=O)cc1	-9	x
CC1CCN(S(=O)(=O)c2ccc3[nH]cc(C(=O)NCCN4CCOCC4)c(=O)c3c2)CC1	4	53
CCn1cnc2c1c(=O)n(Cc1csc(-c3ccccc3)n1)c(=O)n2Cc1ccccc1	0	x
COC(=O)c1sccc1NC(=O)c1cccc2ccccc12	0	x
O=C(NCCCCc1ccccc1)C1CC(=O)N(c2ccc(Br)cc2)C1 (stereo not drawn)	-12	x
Cc1cc(NC(=O)CCN2C(=O)/C(=C/c3ccc(F)cc3)SC2=S)no1	-13	x
COC(=O)c1cc(-c2c[nH]c3ccccc23)n[nH]1	-2	135
O=C(O)CCc1ccc(-c2ccc(Br)cc2)n1CC(=O)O	21	91
CCOC(=O)N1CCN(C(=O)C(CC)n2nc(C)c3sc4ccccc4c3c2=O)CC1 (stereo not drawn)	8	94

Some of these compounds in order of molar mass, descending:
SMILES	HePTP inhibitor	BAP1 block
NC(=O)c1ccsc1NC(=O)CN1C(=O)C2CC=CCC2C1=O (stereo not drawn)	12	85
CCOC(=O)c1cc(NC(=O)N2CCOCC2)c(C)nc1C	-3	95
CN=C1CC(C)(C)CC(=O)/C1=C(/O)CCC(=O)NC	1	103

Remaining list, next part
SMILES	HePTP inhibitor	BAP1 block
CCC(C(=O)N1CCN(c2ccccn2)CC1)n1nc(C)n2c(cc3occc32)c1=O (stereo not drawn)	6	100
CCCNS(=O)(=O)c1ccc(CCC(=O)NCc2cccnc2)cc1	7	98
CCOC(=O)NC12CC3CC(C)(CC(C)(C3)C1)C2	7	x
O=C1Nc2ccccc2C12OCCCCO2	-2	98
Cc1ccc2c(c1)nnn2C1CCN(CC(=O)N2c3ccccc3CC2C)CC1 (stereo not drawn)	6	99
O=C(c1nn2c(C(F)(F)F)cc(-c3cccs3)nc2c1Br)N1CCOCC1	-32	x
CN(C)c1cc(Nc2ccccc2)c2c3c(onc13)-c1ccccc1C2=O	4	69
O=C(CN1CCCCC1)n1c2c(c3ccccc31)CCCC2	-8	x
Cc1ccc(C)c(N2CCN(C(=O)c3ccc(NS(=O)(=O)c4c(C)noc4C)cc3)CC2)c1	-11	84
Cc1ccc(/C=N/N2C(=O)c3ccccc3C2=O)s1	-4	x
CCOC(=O)C1CCN(c2nc(C)nc3c2oc2ccccc23)CC1	-10	x
Cc1ccc(-c2csc(NC(=O)C3CCCCC3C(=O)O)n2)c(C)c1 (stereo not drawn)	11	x
COc1ccc(S(=O)(=O)Nc2ccc(Cl)cn2)c(C)c1C	12	93
CC(=O)c1ccc(OCC(O)Cn2nnc3ccccc32)cc1 (stereo not drawn)	-2	83
Cc1ccc(C(=O)NC=C(Cl)Cl)cc1	1	75
CCOc1cc(S(=O)(=O)NCc2ccc3c(c2)OCO3)ccc1F	4	111
O=C(Oc1ccccc1C(=S)N1CCOCC1)c1ccc([N+](=O)[O-])cc1	-2	125
COc1ccc(-c2noc(-c3ccc(Cl)cc3)n2)cc1	8	36*
CCOC(=O)c1c(NC(=O)CSc2nc3cccnc3n2C)sc(C(C)=O)c1C	5	180
COc1cc(/C=C2/SC(=S)NC2=O)ccc1OS(=O)(=O)c1ccccc1[N+](=O)[O-]	59*	x
CC1(C)Nc2ccccc2-c2c1sn(-c1cccc(Cl)c1)c2=S	-13	x
CCC1(C)Cc2c(sc3nc(SCC(=O)c4ccccc4)nc(N)c23)CO1 (stereo not drawn)	6	x
O=C(Cn1nnc(-c2ccccc2F)n1)Nc1cccc2ncccc12	-7	x
Cc1csc(-c2cc3ccc(OCc4c(F)cccc4Cl)cc3oc2=O)n1	1	x
COc1ccccc1N1CCN(/N=C\c2cccn2C)CC1	-5	x

Part of the list above, with two lines to a compound:
Second line of a record: HePTP inhibitor | BAP1 block
- CCC(C(=O)N1CCN(c2ccccn2)CC1)n1nc(C)n2c(cc3occc32)c1=O (stereo not drawn)
 : 6 | 100
- Cc1ccc(-c2csc(NC(=O)C3CCCCC3C(=O)O)n2)c(C)c1 (stereo not drawn)
 : 11 | x

Other records:
SMILES	HePTP inhibitor	BAP1 block
CCOc1ccc2nc(NC(=O)C3CCCN(S(=O)(=O)c4c(C)noc4C)C3)sc2c1 (stereo not drawn)	6	63
O=C(NCCCn1ccnc1)c1ccc(Cl)cc1	-7	x
O=C(N/N=C/c1ccco1)c1ccc(C(=O)N/N=C/c2ccco2)cc1	-16	x
COC(=O)/C=C(\C)NC(=O)c1ccccc1Cl	6	90
CC(C)(C)n1nnnc1C(c1cccnc1)N1CCN(C(=O)c2ccco2)CC1 (stereo not drawn)	4	110
CN(C)CCCN(CCCNC(=O)/C=N/O)Cc1ccccc1	4&-2	114
COc1ccc(CCN2C(=O)CCC2(C)C(=O)NCc2cccnc2)cc1OC (stereo not drawn)	15	113
COc1ccc(Cl)cc1NC(=O)/C=C/c1cccc([N+](=O)[O-])c1	2	x
Cc1cc(C)n(-c2nc3sc4c(c3c3nnc(SCC(N)=O)n23)CC(C)(C)OC4)n1	1	x
CC(=O)Oc1ccccc1N1C(=O)c2cccc([N+](=O)[O-])c2C1=O	-11	x
CN1CCc2c(C#N)c(N3CCCCC3)nc(N3CCOCC3)c2C1	5	82
CCCn1c(NCCCO)nc2c1c(=O)[nH]c(=O)n2C	x	103
COc1cc(Cn2c(N)c(C#N)c3nc4ccccc4nc32)cc(OC)c1	-4	x
Cc1ccc(S(=O)(=O)N2CCN(c3ccc([N+](=O)[O-])c(NC(C)C45CC6CC(CC(C6)C4)C5)c3)CC2)cc1 (stereo not drawn)	x	269
COc1cc(C2Nc3ccccc3C(=O)N2c2ccccc2OC)ccc1O (stereo not drawn)	8	56
O=C1CC(c2ccccc2)CC2=C1C(c1ccccc1Cl)Nc1ccccc1N2 (stereo not drawn)	-13	x
CC1(C)Cc2cccc(OCC(O)CNCc3ccccn3)c2O1 (stereo not drawn)	-13	87
CC(C)(C)C(=O)NC1(C(F)(F)F)C(=O)Nc2c1c(=O)[nH]c(=O)n2Cc1ccco1 (stereo not drawn)	2	99
Cc1ccc(NC(=O)CN2C(=O)C(C)Oc3ccccc32)nc1 (stereo not drawn)	10	102
CCCOC(=O)c1ccc(-c2c(C)noc2-c2ccc(OC)cc2O)o1	-6	72
COc1ccc(NC(=O)c2c(NC(=O)c3ccc(Br)cc3)sc3c2CCCC3)cc1	x	51
COc1cc(C(O)C(=O)O)ccc1O (stereo not drawn)	x	90
O=C(/C=C/c1ccc2c(c1)OCO2)NCc1ccc(Cl)cc1Cl	2	x
COc1ccc2oc(=O)c(-c3csc(Nc4ccccc4C)n3)cc2c1	-2	x
CC(C)C(NC(=O)c1ccccc1Br)C(=O)O (stereo not drawn)	12	x

Full records, quoted from the list:
Cc1cc(C)n(-c2nc3sc4c(c3c3nnc(SCC(N)=O)n23)CC(C)(C)OC4)n1 across the screens: HePTP inhibitor: 1; BAP1 block: x
CN(C)CCCN(CCCNC(=O)/C=N/O)Cc1ccccc1 across the screens: HePTP inhibitor: 4&-2; BAP1 block: 114
CCCn1c(NCCCO)nc2c1c(=O)[nH]c(=O)n2C across the screens: HePTP inhibitor: x; BAP1 block: 103

Carrying on:
SMILES	HePTP inhibitor	BAP1 block
CCOC(=O)COc1ccccc1/C=N/NC(=O)COc1ccc(Br)cc1OC	11	x
O=C(NNC(=O)c1sc2ccccc2c1Cl)Nc1cccc(Cl)c1	-8	x
COc1ccccc1NC(=O)C1=C(C)Nc2nnnn2C1c1cccc(Br)c1 (stereo not drawn)	3	110
Nc1nc(-c2cccnc2)nn1C(=O)CCc1ccccc1	x	110
COc1ccc(OC)c(C(=O)CSc2nc3cccnc3n2C)c1	-5	x
CC(=O)c1ccc(NC(=S)NC(NC(=O)c2ccccc2Cl)C(Cl)(Cl)Cl)cc1 (stereo not drawn)	9	x
Cc1ccc(N[C@@H]2C[C@H](O)[C@@H](CO)O2)cc1C	-1	x
COc1ccc2c(c1)c(CC(=O)O)c(C)n2Cc1ccc(Cl)cc1	x	91
CC(=O)N1CCC(=O)N1c1ccccc1	5	x
CCOc1ccc(S(=O)(=O)N2Cc3ccccc3CC2C(=O)NCCCn2ccnc2)cc1 (stereo not drawn)	6	92
CC1(C)CC(=O)C=C(NCCN2CCN(C(=O)Nc3ccc(Cl)cc3)CC2)C1	11	99
COc1cccc(-n2nc(C(=O)Nc3ccc4c(c3)OCO4)c3ccccc3c2=O)c1	3	72
CCn1c(N)nc2c1c(=O)n(C)c(=O)n2C	-8	90
COc1ccccc1CC(=O)NCc1ccccn1	12	x
CCOc1ccc2nc(NC(=O)CS(=O)(=O)c3ccccc3)sc2c1	2	53
CCN(CC)C(=O)CSc1nc(O)c(Cc2ccccc2)c(=O)n1-c1ccc(OC)cc1	4	x
C=CCN1C(=O)/C(=C/c2ccc(N(C)C)cc2)SC1=S	0	x
O=C(Cc1ccc(Cl)cc1)Nc1ccc(Cl)cn1	5	x
CCCCCCC(=O)N(O)C1CC(=O)N(c2ccc(Br)cc2)C1=O (stereo not drawn)	-2	94
COCCCNC(=O)CCn1c(=O)c2ccccc2n(CC(=O)Nc2ccccc2C)c1=O	5	110
Cc1nc2c(-c3ccccc3)c(C)[nH]n2c(=O)c1Cc1ccccc1	42	x
CCCSc1nnc(NC(=O)c2cccc(Cl)c2)s1	1	x
CN(C)c1ccc(C(O)C(C)(O)c2nc3ccccc3n2C)cc1 (stereo not drawn)	-9	x
Cc1[nH]c2ccccc2c1Cc1nnc(SCC(=O)NCc2ccco2)o1	-9	90
C/C(=N\Nc1nc(C)cc(=O)[nH]1)c1ccc(C)cc1	-1	x
